High-throughput results deposited in PubChem by several laboratories.
proCasp3 act – activates human procaspase-3 | P42574 | recombinant procaspase-3 D3A, Ac-DEVD-pNA absorbance 405 nm | activation, % at 8.5 µM | hit rate 0.11% among 330,000 | AID 463141;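 active = activation above the mean of all tested compounds plus 3 SD, cut at about 21% in these data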;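 also: 0% = DMSO alone and 100% = DMSO wells spiked with extra 5 µM PC-3 D3A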
Target sequence (P42574 whole entry D9A/D28A/D175A): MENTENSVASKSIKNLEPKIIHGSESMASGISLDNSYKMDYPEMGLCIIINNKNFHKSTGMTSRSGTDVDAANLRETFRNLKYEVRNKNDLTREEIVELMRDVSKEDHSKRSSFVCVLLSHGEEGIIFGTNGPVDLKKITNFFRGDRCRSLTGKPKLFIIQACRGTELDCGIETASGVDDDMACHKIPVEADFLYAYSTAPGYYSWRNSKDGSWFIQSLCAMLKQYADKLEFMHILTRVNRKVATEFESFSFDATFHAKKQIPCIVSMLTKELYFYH
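Evaluation: percent activation relative to control range; Material: Procaspase-3 D3A mutant, all three cleavage aspartates alanine; Compound: single dose, 8.5 µM nominal compound, 0.8% DMSO; Replication: one well per compound; Signal: absorbance at 405 nm, 0 and 120 min; Schedule: 1 h preincubation plus 2 h reaction at 25 °C.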
LAP4 TOR yeast – yeast TOR pathway LAP4-GFP modulation; S. cerevisiae LAP4-GFP multiplex, flow cytometry GFP, 3 h; median GFP as percent of DMSO wells; hit rate 0.34% among 320,000; GFP response vs DMSO, % at 10 µM;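 active = GFP response vs DMSO above a set limit, about the screen mean plus 3 SD, cut at about 150% in these data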
procasp7 counter – counter-screen: procaspase-7 (human) activation | AID 463210 | hit rate 0.093% among 330,000 | activation, % at 8.5 µM | recombinant procaspase-7, Ac-DEVD-pNA absorbance 405 nm; D23A/D198A/D206A triple mutant, cannot self-cleave; scale: DMSO 0, 5 µM enzyme 100;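 active = percent activation above the screen-wide mean plus 3 SD, cut at about 25% in these data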
Target sequence (P55210 whole entry D23A/D198A/D206A): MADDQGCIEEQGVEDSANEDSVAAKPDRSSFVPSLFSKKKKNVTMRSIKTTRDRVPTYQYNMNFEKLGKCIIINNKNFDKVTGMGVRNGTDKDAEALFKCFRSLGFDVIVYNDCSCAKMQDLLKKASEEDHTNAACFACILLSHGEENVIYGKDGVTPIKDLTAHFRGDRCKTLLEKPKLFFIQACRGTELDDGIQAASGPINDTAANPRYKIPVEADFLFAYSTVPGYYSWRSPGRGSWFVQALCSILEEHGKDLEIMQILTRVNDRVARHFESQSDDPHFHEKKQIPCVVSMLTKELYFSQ
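Test system: Procaspase-7 triple mutant (PC-7 D3A). Also added: Ac-DEVD-pNA substrate, 400 µM as added. Schedule: 1 h enzyme–compound preincubation and 2 h substrate reaction, both 25 °C. Signal: p-Nitroaniline absorbance at 405 nm, read at 0 and 120 min. Control set: low DMSO alone, high DMSO plus 5 µM PC-7.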
MEP2-GFP yeast – modulators of TOR pathway MEP2-GFP in S. cerevisiae; S. cerevisiae MEP2-GFP strain, flow cytometry GFP, 3 h; 100% = DMSO control level; GFP response vs DMSO, % at 10 µM; hit rate 0.51% among 330,000;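 active = GFP response versus DMSO above a set limit, roughly screen mean plus 3 SD, cut at about 180% in these data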;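 also: median GFP fluorescence of the barcode-gated MEP2-GFP cells per well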
AHR activator – activators of human aryl hydrocarbon receptor; AHR-responsive luciferase reporter cells, luminescence; AID 2796; activation, % at 5 µM; P35869; hit rate 2.5% among 320,000; in the data active = activation above about 47%;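 also: 0% = vehicle wells and 100% = reference agonist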
Yeast superoxide – caloric restriction mimetics inhibiting age-related superoxide in yeast. hit rate 0.18% among 330,000. S. cerevisiae aged cells, superoxide DHE fluorescence; active compounds read low. superoxide response (% of plate mean), % at 10 µM. AID 2690;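 active = superoxide response under a set limit, about three screen SD below normal, cut at about 65% in these data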;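 also: yeast aged for seven days with compound at 30 °C before DHE staining; 100% = average MFI of all compound-treated wells on the plate with controls excluded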
RPL19A TOR yeast – alters RPL19A-GFP fluorescence in TOR pathway yeast screen; S. cerevisiae RPL19A-GFP strain, flow cytometry, 3 h; active compounds read low; percent response vs DMSO, % at 10 µM; hit rate 0.3% among 330,000; AID 2025;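 active = percent response vs DMSO below 50%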;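 also: median channel GFP fluorescence of the barcoded RPL19A-GFP strain; ratio of sample median GFP to plate DMSO average so 100% = DMSO; lower means less RPL19A-GFP as with rapamycin TOR inhibition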
GASC-1 inh – inhibitors of human GASC-1 (JMJD2C) demethylase. inhibition, % at 2.35 µM. hit rate 0.069% among 330,000. AID 2099. GST-JMJD2C(1-420) H3K9me3 demethylation, DELFIA europium. Q9H3R0;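 active = more than half of a compound's replicate wells show inhibition beyond 50%, single wells judged on their own value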;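 also: signal counts dimethyl H3K9 product captured on neutravidin plate; 0% = median of DMSO wells and 100% = 0.3 times that DMSO median; strong numbers were not always called active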
Active calls of the source: *; x = not tested or not shown; & = joins results of further samples.

Below each SMILES – proCasp3 act	LAP4 TOR yeast	procasp7 counter	Yeast superoxide	GASC-1 inh	MEP2-GFP yeast	AHR activator	RPL19A TOR yeast
- Cc1cccc(N(CC(=O)NC(C)(C)C)C(=O)CS(=O)CC(=O)Nc2ccc3c(c2)OCO3)c1 (stereo not given)
    11	105	-2	102	0	117	2	102
- CC1=C(C(N)=O)C(c2ccc(Br)cc2)n2nc(CCCO)nc2N1 (stereo not given)
    3	80	-1	97	3	116	-2	107
- CCOCCCNC(=O)C1CCCN(S(=O)(=O)c2cccc3nsnc23)C1 (stereo not given)
    -2	234*	5	102	-5	86	-1	72
- CCOc1ccc(C(=O)N[C@H](C(=O)Nc2cccc(S(=O)(=O)N3CCCCC3)c2)C(C)C)cc1
    4	104	9	110	-3	113	0	104
- O=C(CC1NCCNC1=O)Nc1ccccc1 (stereo not given)
    9	100	-3	97	8	93	-1	95
- CCCCn1c(N)c(N(CCC(C)C)C(=O)C2CC(=O)N(c3ccc(OC)cc3OC)C2)c(=O)[nH]c1=O (stereo not given)
    -2	92	3	100	-11	103	-1	88
- CC1=C(C(=O)OC(C)C)C(c2ccc(Br)s2)NC(=O)N1C (stereo not given)
    0	101	-4	96	-11	99	1	107
- COc1ccc(Nc2ncc(C#N)c(N)n2)c(OC)c1
    1	103	7	93	-4	99	16	90
- CCOC(=O)C1C(=O)C=C(c2ccc([N+](=O)[O-])cc2)CC1c1ccccc1 (stereo not given)
    -7	108	-4	98	1	101	-4	98
- Cc1cc(C)c(C)c(OCC(=O)O/N=C(\N)c2ccccn2)c1
    -1	115	12	95	-2	114	0	97
- COC(=O)C1=CNC=C(C(=O)OC)C1c1cccc(OC)c1
    -4	x	7	102	18	99	0	100
- COc1ccc(/C=C2\SC(=S)N(N3C(=O)CCC3=O)C2=O)cc1O
    -26	94	-24	106	51	96	0	90
- OCCCc1nc2n(n1)C(c1ccccc1Cl)C=C(c1cccs1)N2 (stereo not given)
    -12	102	-13	85	-5	92	6	92
- CS(=O)(=O)Nc1ccccc1C(=O)OCC(=O)NCc1cccs1
    11	124	2	81	1	97	0	95
- O=C(NCc1ccco1)c1cc([N+](=O)[O-])ccc1Cl
    1	103	4	116	-5	114	-3	97
- COc1ccc(CC/C(C)=N\NC(N)=O)cc1
    -1	106	0	106	-12	98	8	104
- COC(=O)C1=C(C)Nc2nnnn2C1c1cccnc1 (stereo not given)
    0	90	6	99	8	86	2	92
- O=C(NC1CCCCC1)N1CCCC1
    14	94	12	103	-7	102	0	99
- CN1CCN(C(=O)NC2CCCN2S(=O)(=O)c2ccc(Cl)cc2)CC1 (stereo not given)
    4	100	-1	97	4	104	2	93
- COc1ccc2cc3cc(C(=O)NCCCN4CCc5ccccc5C4)sc3nc2c1
    -5	102	4	117	3	98	37	98
- Cc1c(C(=O)NNC(=S)Nc2ccc(S(N)(=O)=O)cc2)oc2ccccc12
    -5	70	-18	83	-14	100	-4	107
- CC#CCCCC(=O)Nc1cccc(C(=O)O)c1
    8	106	1	101	7	101	3	104
- Cc1cc(NS(=O)(=O)c2ccc(NC(=O)c3oc4ccccc4c3C)cc2)no1
    0	93	-2	83	-4	94	14	94
- COc1ccccc1CN1CCNC(=O)C1CC(=O)NC1CCCCCC1 (stereo not given)
    -2	85	2	89	-5	101	-4	97
- O=C(COc1ccccc1Cl)NNC(=O)C1CCCO1 (stereo not given)
    -2	104	1	100	1	117	2	104
- CC1=C(C(=O)Nc2ccccn2)C(c2ccc(Br)cc2)NC(=S)N1 (stereo not given)
    -2	94	-13	104	-18	107	-2	103
- COc1ccc(Cc2nnc(SCC(=O)Nc3ncc(C)s3)o2)cc1
    -3	96	0	92	1	96	0	96
- COc1cccc(C(=O)CC(C(=O)O)c2ccc(F)cc2)c1 (stereo not given)
    3	97	5	101	-5	110	-2	108
- O=C(CN1C(=O)c2ccccc2S1(=O)=O)Nc1ccccc1
    -9	103	4	98	-9	105	4	99
- CC(=O)NC1=NN(C(C)=O)C(C)(c2ccc(Br)cc2)S1 (stereo not given)
    12	105	-11	111	4	97	0	98

Overlap with the part before: 3 compounds, then new ones.
Below each SMILES – proCasp3 act	LAP4 TOR yeast	procasp7 counter	Yeast superoxide	GASC-1 inh	MEP2-GFP yeast	AHR activator	RPL19A TOR yeast
- COc1cccc(C(=O)CC(C(=O)O)c2ccc(F)cc2)c1 (stereo not given)
    3	97	5	101	-5	110	-2	108
- O=C(CN1C(=O)c2ccccc2S1(=O)=O)Nc1ccccc1
    -9	103	4	98	-9	105	4	99
- CC(=O)NC1=NN(C(C)=O)C(C)(c2ccc(Br)cc2)S1 (stereo not given)
    12	105	-11	111	4	97	0	98
- Nc1cc(=O)[nH]c(SCC(=O)N2CCN(S(=O)(=O)c3ccc4ccccc4c3)CC2)n1
    -2	102	5	113	-28	101	0	97
- Cc1nc2scc(-c3ccccc3)c2c(=O)n1N
    -4	94	-3	112	-7	102	5	96
- Cc1ccc(C)c(N2CCN(S(=O)(=O)c3cc4c(cc3C)NC(=O)CO4)CC2)c1
    -3	96	0	88	14	96	-3	95
- CC(C)N1C(=O)CC2(CC[N+](C)(CCOC(=O)C(c3ccccc3)c3ccccc3)CC2)C1=O (stereo not given)
    -2	102	6	91	14	95	2	97
- C/C=C(/C)C(=O)Nc1cccc(C2=NOC3(C2)C[C@H](C(N)=O)N(C(=O)c2ccccc2)C3)c1 (stereo not given in full)
    -23	129	-25	94	-19	103	-2	99
- CC(=O)Nc1cc(-c2nn(CC(=O)N3CCCCC3)c(=O)c3ccccc23)ccc1N1CCOCC1
    -8	111	10	113	-18&3	114	1	108
- COc1cc(/C=C2/NC(=O)N(Cc3ccccc3F)C2=O)ccc1O
    -3	96	-2	99	4	101	2	98
- Cc1c(NC(=O)Nc2cc(Cl)ccc2Cl)c(=O)n(-c2ccccc2)n1C
    -6	100	1	101	0	101	2	101
- Nc1c(-c2cccc(Cl)c2)cnn1-c1cccc(C(F)(F)F)c1
    -2	118	-3	102	-1	96	-1	100
- COc1ccc(/C=C/C(=O)Nc2ccccc2C(F)(F)F)cc1
    6	101	5	103	0	100	-1	101
- CN(CC(=O)Nc1ccccc1Cl)C(=O)c1cccc(S(=O)(=O)N2CCN(c3ccc(F)cc3)CC2)c1
    1	94	5	101	-9	94	-2	93
- O=C(O)C1OC(C(=O)O)C2C1C(F)(F)C2(F)F (stereo not given)
    2	99	4	120	1	104	0	99
- COc1ccc(C)c2sc(N(CCN(C)C)C(=O)/C=C/c3cccs3)nc12
    -2	103	-3	106	-6	108	11	99
- COC(=O)[C@]1(C)CCC[C@@]2(C)C3CC[C@@]4(C)C[C@]3(CCC21)CC(=O)N4Cc1ccc(OC)cc1 (stereo not given in full)
    2	92	0	118	0	89	-6	95
- CN1CCN(C(=O)c2cn(-c3ccccc3)nc2-c2cccs2)CC1
    5	106	5	105	-8	121	3	112
- CCN(C(=O)COC(=O)c1cccnc1SC)c1c(N)n(Cc2ccccc2)c(=O)[nH]c1=O
    1	100	2	90	2	104	0	100
- COc1ccc(C(=O)NNC(=O)Cc2ccc(-c3ccccc3)cc2)cc1OC
    -2	99	6	101	10	101	1	96
- O=C(CCC1COc2ccccc2O1)Nc1ccc(Cl)cn1 (stereo not given)
    -3	106	-1	103	x	99	-3	92
- O=C(CCS(=O)(=O)c1ccc(Cl)cc1)Nc1ccccc1Br
    -14	100	5	101	8	103	4	101
- COC(=O)c1ccc(NC(=O)CCc2nnc3ccc(N4CCC5(CC4)OCCO5)nn23)cc1
    6	106	0	103	4	102	7	105
- O=C1CSC(c2cccnc2)N1c1cccc(Cl)c1 (stereo not given)
    4	119	6	100	15	104	1	110
- COc1ccc(C2C(C(=O)c3ccco3)=C(O)C(=O)N2CCc2ccccc2)cc1OC (stereo not given)
    -13	100	-27	107	x	103	0	97
- CCC(C)N(NC(C)=O)c1nc(Cl)nc(NC(C)C)n1 (stereo not given)
    -7	109	-13	97	3	104	2	99
- O=C(/C=C/c1ccccc1[N+](=O)[O-])OCC(=O)c1ccccc1
    5	120	-1	107	x	100	-3	98
- C=CCNCCOCCOc1ccc(C)cc1Br
    7	95	-10	78	-11	106	9	110
- CC(=O)c1sc(NC(=O)c2ccccc2C)nc1C
    2	109	6	89	6	100	-4	97
- O=C1CC(Nc2ccc(N3CCOCC3)cc2)C(=O)N1c1ccccc1F (stereo not given)
    -14	97	-26	93	-6	87	16	102
- Oc1[nH]c2ccccc2c1C1=NCCCC1
    9	99	4	99	8	109	34	96
- CCCS(=O)(=O)c1nc(S(=O)(=O)c2ccc(C)cc2)c(NCc2ccco2)s1
    -8	94	-20	103	-12	97	2	104
- CCOP(=O)(O)c1ccccc1OCCOc1ccccc1P(=O)(O)OCC
    -3	107	8	99	x	102	0	97
- CC1=C(C(=O)Nc2ccccc2C)C2(CCCC2)C(C(N)=O)C(=O)N1 (stereo not given)
    -3	91	10	122	4	96	-1	91
- Cc1ccc(-c2ccc(=O)n(CC(=O)NCc3ccco3)n2)cc1
    -8	99	-6	79	x	102	2	101
- NC(=O)c1ccsc1NC(=O)COC(=O)CSc1ccc(Cl)cc1
    -10	98	-4	120	-34	104	8	103

Hits appear at their usual frequency; overall some 3.8% were active at least once.
